# GPR7 antag: blocks human GPR7 receptor signaling; actives 1.1% (n = 290,000); inhibition, % at 4.4 µM; GPR7-expressing cells, fluorescence antagonist assay; P48145; in the data active = inhibition above about 16%, passing the limit was not always enough;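 note: cells stimulated with the agonist NPW; 0% = agonist with vehicle and 100% = vehicle without agonist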
# Target sequence (P48145 whole entry, looked up): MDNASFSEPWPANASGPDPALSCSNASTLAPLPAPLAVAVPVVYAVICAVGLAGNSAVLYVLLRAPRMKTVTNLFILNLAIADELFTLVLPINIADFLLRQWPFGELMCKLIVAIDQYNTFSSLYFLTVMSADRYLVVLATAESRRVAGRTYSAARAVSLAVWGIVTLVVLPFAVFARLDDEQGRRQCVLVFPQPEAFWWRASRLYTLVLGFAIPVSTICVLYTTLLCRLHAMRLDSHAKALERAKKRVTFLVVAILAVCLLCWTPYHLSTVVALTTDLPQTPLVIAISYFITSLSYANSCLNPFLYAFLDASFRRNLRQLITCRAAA
# OXTR potentiator: potentiators of human oxytocin receptor | actives 0.061% (n = 320,000) | P30559 | CHO-OTR cells, Fluo-8 calcium fluorescence, potentiator mode; 0% = oxytocin EC15, 100% = EC100 | AID 2445 | activation, % at 3 µM;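 active = activation above that plate's cutoff, the mean activation of tested compounds plus 3 SD, cut at about 6.6% in these data, passing the limit was not always enough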;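 note: 100% uses oxytocin at 75 nM as the full agonist control; some results filed as inactive read as strong as hits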
#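 assay system = CHO-OTR cells, human receptor | schedule = compound 6 min at room temperature before oxytocin, 100 s read | detection = Fluo-8 intracellular calcium fluorescence, ex 470-495, em 515-575 nm | evaluation = normalized max/min fluorescence ratio, % activation | control set = EC15 oxytocin alone as 0%, 75 nM oxytocin (EC100) as 100%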
# NALP1 yeast inh: inhibitors of NALP1 inflammasome in yeast; actives 0.61% (n = 280,000); AID 2071; inhibition, % at 10 µM; S. cerevisiae NALP1/ASC/caspase-1 growth, X-gal OD620, 72 h; in the data active = inhibition mostly above about 24%, no sharp cut-off; inactive = mostly below about 32%; note: some compounds called inactive have numbers as strong as hits
# MEKK2 WT-MEK5: raises or lowers MEK5 binding to wildtype human MEKK2 PB1 domain | actives 1.1% (n = 290,000) | binding response (% of control), % at 10 µM | AID 1531 | bead flow cytometry, Alexa488-MEK5 binding to MEKK2 WT; actives lie on both sides | Q9Y2U5; in the data active = binding response below about 67% or above about 130%
# GalR3 antagonist: antagonists of human GalR3. inhibition, % at 3 µM. O60755. AID 651719. HEK293 GalR3-CNG cAMP membrane potential fluorescence; galR3 body fused to GalR1 C-terminus. actives 0.44% (n = 360,000);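 active = inhibition above the screen-wide average plus 3 SD, cut at about 13% in these data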;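 note: forskolin and galanin both at EC90 stimulate the cells; cAMP rise reported by CNG channel membrane potential dye signal; 0% = forskolin plus galanin with DMSO and 100% = forskolin alone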
# Target sequence (O60755 1-299 limits assumed): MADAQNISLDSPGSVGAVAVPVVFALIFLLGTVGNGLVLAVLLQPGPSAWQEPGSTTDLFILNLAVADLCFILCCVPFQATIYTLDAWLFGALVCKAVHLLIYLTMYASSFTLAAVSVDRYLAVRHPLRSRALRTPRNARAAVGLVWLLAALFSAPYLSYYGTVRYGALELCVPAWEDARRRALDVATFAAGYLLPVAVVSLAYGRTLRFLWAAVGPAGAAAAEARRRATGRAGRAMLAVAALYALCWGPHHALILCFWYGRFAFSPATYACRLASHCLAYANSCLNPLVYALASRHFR
# V1aR counter: counter-screen for oxytocin receptor agonists: human V1a receptor agonists. activation, % at 3 µM. CHO-V1R cells, Fluo-8 calcium fluorescence, agonist mode; 0% DMSO, 100% 3 nM vasopressin. actives 0.25% (n = 320,000). P37288;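 active = activation above the mean activation of all tested compounds plus 3 SD, per screening run, cut at about 20% in these data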;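 note: signal is peak over basal fluorescence ratio across a 100 second FLIPR read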
# Target sequence (P37288 whole entry, looked up): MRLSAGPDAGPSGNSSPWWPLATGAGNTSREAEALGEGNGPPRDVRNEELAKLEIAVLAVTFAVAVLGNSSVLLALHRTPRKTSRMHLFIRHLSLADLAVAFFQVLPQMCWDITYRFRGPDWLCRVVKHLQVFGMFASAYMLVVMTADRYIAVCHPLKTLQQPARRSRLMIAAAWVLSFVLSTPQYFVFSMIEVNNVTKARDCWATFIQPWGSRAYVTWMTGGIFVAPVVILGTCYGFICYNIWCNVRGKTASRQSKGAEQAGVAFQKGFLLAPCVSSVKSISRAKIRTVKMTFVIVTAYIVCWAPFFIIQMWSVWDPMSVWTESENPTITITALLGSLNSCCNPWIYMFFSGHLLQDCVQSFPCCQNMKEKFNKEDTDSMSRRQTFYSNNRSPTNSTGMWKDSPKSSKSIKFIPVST
# M18AAP inhibitor: PfM18AAP enzyme inhibition; recombinant PfM18AAP, H-Glu-NHMec fluorogenic cleavage; inhibition, % at 7.35 µM; actives 1.2% (n = 290,000); AID 1822;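 active = inhibition above the campaign mean inhibition over all tested compounds plus 3 SD, cut at about 28% in these data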;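 note: 0% = plate median of test compound wells and 100% = 2 mM ZnCl2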
# MEKK2 mut-MEK5: signal of MEK5 binding to mutant human MEKK2 PB1 domain. bead flow cytometry, Alexa488-MEK5 binding to MEKK2 mutant. percent response, % at 10 µM. actives 0.35% (n = 290,000); in the data active = percent response above about 24%, passing the limit was not always enough; note: inactives centre near 1; some results filed as inactive read as strong as hits
# OXTR ag: activates the human oxytocin receptor | P30559 | CHO-OTR cells, Fluo-8 calcium fluorescence; normalized: DMSO 0%, oxytocin 100% | activation, % at 3 µM | actives 0.32% (n = 320,000) | AID 2435;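 active = activation above the mean of all tested compounds plus 3 SD, cutoff set per screening run, cut at about 20% in these data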;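 note: peak over basal fluorescence ratio from a 100 s FLIPR kinetic read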
# Starred values were filed as active, the others as inactive; . = not tested or not shown; [ ] = dose if it differs, or a comment.
Molecule,GPR7 antag,OXTR potentiator,NALP1 yeast inh,MEKK2 WT-MEK5,GalR3 antagonist,V1aR counter,M18AAP inhibitor,MEKK2 mut-MEK5,OXTR ag
CCOC(=O)c1cc(C#N)c(Oc2ccccc2)nc1-c1ccccc1,-25,-15,29,101,2,-0.6,-9,2,-0.2
CC(C)Cc1cc(C(=O)N2CCCC(C(=O)c3cc(F)ccc3F)C2)n(C)n1 (stereo not drawn),-9,0,24,102,-9,2.3,-1,12,-0.6
COc1ccc2nc(NC(=O)NC3CCCCC3)sc2c1,-10,-2,.,94,-4,-1.3,-7,-19,-1.6
CC(C)(O)/C=C1/Oc2ccccc2C1N1CCCCC1 (stereo not drawn),-11,0,8,105,1,0.2,-3,5,-0.6
Nc1nc(CSc2ccc(Cl)cc2)nc(N2CCCCC2)n1,-3,-5,-2,90,-5,-1.0,10,-7,-1.6
O=C1C(c2ccccc2)C(c2ccccc2)NC(c2ccccc2)C1c1ccccc1 (stereo not drawn),-8,-11,-1,104,-5,-0.2,5,1,-2.2
COc1ccccc1NC(=O)Nc1ccccc1Br,-10,-4,-6,100,0,-1.2,-7,2,-1.8
NS(=O)(=O)c1ccc(NC(=S)NC(=O)C2CCCC2)cc1,-5,-7,-11,99,-1,1.6,14,2,1.1
COc1cccc(SCc2noc(C(=O)NC(C)C)c2C(=O)O)c1,-3,-1,-16,107,-5,1.4,-2,3,-0.2
C=CCN(C(=O)CNC(=O)c1ccco1)C(C(=O)NC1CCCCC1)c1ccccc1 (stereo not drawn),13,-13,5,101,-1,-0.5,3,1,-1.3
Cc1ccc(NC(=O)c2cccs2)cc1S(=O)(=O)N(C)C,-12,-10,36,107,-4,0.8,4,0,0.5
CC(C1CCN(Cc2cn(C)nc2-c2cccc(Cl)c2)CC1)N1CCOCC1 (stereo not drawn),-7,-3,15,105,-4,0.8,3,12,0.6
Cc1cc(C)c(NC(=O)COC(=O)c2nc3nccc(C)n3n2)c(Cl)c1,.,1,.,.,2,1.2,.,.,0.6
O=C(NNc1cc(N2CCOCC2)nc(N2CCOCC2)n1)c1ccc([N+](=O)[O-])cc1,8,.,-5,93,0,.,13,-3,.
OCCC1CN(Cc2cccnc2)CCN1CCc1ccccc1 (stereo not drawn),-21,2,-2,106,-3,0.1,-2,8,1.4
Cc1ccc(NC(=O)C2CCCCC2)c(O)c1,4,1,23,99,.,1.8,-2,3,-1.9
COc1ccc(CN2C(=O)C(CC(C)C)Nc3ncnc(N4CCN(c5ccccn5)CC4)c32)cc1 (stereo not drawn),.,-7,.,.,-6,-0.1,.,.,-1.8
Cc1ccccc1NC(=S)N(CCCN1CCC(C)CC1)Cc1ccco1,3,-6,17,103,-9,0.0,2,-1,0.6
NS(=O)(=O)c1ccc(Cc2ncc(C(F)(F)F)cc2Cl)s1,-1,-8,4,.,-4,-0.5,2,.,-0.3
O=C(NCCCCc1ccccc1)c1ccccc1,-4,6,-4,103,-4,0.5,1,0,1.2
CC(C)C(=O)NC(NC(=O)C(C)C)c1ccc([N+](=O)[O-])cc1,-8,-4,24,-1.0*,-2,0.4,1,3,0.8
c1ccc2c(c1)sc1nnnn12,14,-2,.,.,1,1.8,-2,.,0.3
COc1ccc(-c2nn(-c3ccccc3)cc2/C=N/Nc2ccc(Cl)c(C(=O)O)c2)cc1OC,-4,1,-6,92,-7,-1.3,6,-10,2.8
O=C1c2cccc3cc([N+](=O)[O-])cc(c23)C(=O)N1c1ccccc1O,14,-7,21,81,-3,-0.4,13,-14,0.8
O=C(Nc1ccc2c(c1)OCO2)Nc1ccc(Br)cn1,-6,-10,8,103,-6,1.0,7,6,1.3

# An excerpt from above in order of length of the SMILES, lowest first.
Molecule,GPR7 antag,OXTR potentiator,NALP1 yeast inh,MEKK2 WT-MEK5,GalR3 antagonist,V1aR counter,M18AAP inhibitor,MEKK2 mut-MEK5,OXTR ag
COc1ccc2nc(NC(=O)NC3CCCCC3)sc2c1,-10,-2,.,94,-4,-1.3,-7,-19,-1.6
Nc1nc(CSc2ccc(Cl)cc2)nc(N2CCCCC2)n1,-3,-5,-2,90,-5,-1.0,10,-7,-1.6
NS(=O)(=O)c1ccc(NC(=S)NC(=O)C2CCCC2)cc1,-5,-7,-11,99,-1,1.6,14,2,1.1
NS(=O)(=O)c1ccc(Cc2ncc(C(F)(F)F)cc2Cl)s1,-1,-8,4,.,-4,-0.5,2,.,-0.3
CCOC(=O)c1cc(C#N)c(Oc2ccccc2)nc1-c1ccccc1,-25,-15,29,101,2,-0.6,-9,2,-0.2
CC(C)C(=O)NC(NC(=O)C(C)C)c1ccc([N+](=O)[O-])cc1,-8,-4,24,-1.0*,-2,0.4,1,3,0.8
O=C1C(c2ccccc2)C(c2ccccc2)NC(c2ccccc2)C1c1ccccc1 (stereo not drawn),-8,-11,-1,104,-5,-0.2,5,1,-2.2
CC(C)Cc1cc(C(=O)N2CCCC(C(=O)c3cc(F)ccc3F)C2)n(C)n1 (stereo not drawn),-9,0,24,102,-9,2.3,-1,12,-0.6
C=CCN(C(=O)CNC(=O)c1ccco1)C(C(=O)NC1CCCCC1)c1ccccc1 (stereo not drawn),13,-13,5,101,-1,-0.5,3,1,-1.3
O=C(NNc1cc(N2CCOCC2)nc(N2CCOCC2)n1)c1ccc([N+](=O)[O-])cc1,8,.,-5,93,0,.,13,-3,.

# The list goes on:
Molecule,GPR7 antag,OXTR potentiator,NALP1 yeast inh,MEKK2 WT-MEK5,GalR3 antagonist,V1aR counter,M18AAP inhibitor,MEKK2 mut-MEK5,OXTR ag
CCC(C)NC(=O)c1cc(CC(C)C)on1 (stereo not drawn),-4,5,15,103,.,0.8,-5,3,1.1
O=C(NCCS(=O)(=O)N1CCN(c2ccccc2)CC1)C1CC1,.,-1,.,.,-1,-0.5,.,.,-0.3
CC(=O)Nc1ccc(NC(=O)c2cc(-c3ccc(C)c(C)c3O)n[nH]2)cc1,6,-10,12,97,4,-0.1,-5,0,-0.9
CC(C)(C)n1ncc2c(=O)n(CC(=O)N3CCN(c4ccccc4)CC3)cnc21,-9,.,1,107,3,.,-3,8,.
CCn1c(C(=O)NCCCc2ccccc2)cc2sccc21,-10,4,39,84,-7,-1.1,4,-3,-3.0
CC(C)CCOc1ccc(NC(=O)C2OC3OC(C)(C)OC3C3OC(C)(C)OC23)cc1 (stereo not drawn),-13,-16,9,103,-1,-0.2,6,3,2.4
CCCCn1c(SCC(=O)N2CCCC2)nnc1-c1ccccc1,0,-19,-5,93,-7,0.8,6,-5,-0.3
N#Cc1c2c(c(NCc3cccnc3)n3c1nc1ccccc13)CCC2,-7,-13,-5,90,-5,0.0,13,1,-0.7
Cc1ccc(S(=O)(=O)N(C)C)cc1NC(=O)COC(=O)C1CCCC1,.,2,.,.,-4,0.5,.,.,0.0
COc1ccccc1CCC(=O)OCC(=O)Nc1ccc(S(N)(=O)=O)cc1,-2,-4,15,99,0,-1.0,4,-44,0.4
Cc1ccccc1OCCCCN1CCCCC1,-4,.,14,105,-3,.,2,7,.
CC(=O)c1cccc(NC(=O)c2ccccc2N(Cc2ccccc2)S(C)(=O)=O)c1,-11,-5,9,91,5,1.6,-18,1,2.5
O=C(c1ccccc1)N1CCN(Cc2ccccc2C(F)(F)F)CC1,1,-5,-20,100,-4,-0.1,-1,4,-1.7
Cc1ccc(OCCCCN2CCCCC2)c(C)c1,-11,0,14,109,-6,0.7,-12,11,1.6
C/C(=N\NC(=O)C1CC1)c1ccc(OC(F)F)cc1OC(F)F,-9,6,9,104,-1,-0.6,-2,0,0.3
Cc1ccc(NNS(=O)(=O)c2ccc(C)cc2)cc1,-4,-4,8,103,-6,0.2,7,2,-0.4
COc1ccc(C2C(C(=O)Nc3ccc(OC)c(OC)c3)c3ccccc3C(=O)N2C)cc1 (stereo not drawn),3,-5,1,95,2,0.2,-5,-2,-0.3
C/C(N)=C(/C#N)C(=O)COC(=O)CCSc1ccccc1Cl,6,-18,12,102,-4,4.8,9,0,4.1
COc1ccccc1C1CCN(C(=O)c2ccccc2)CC1,10,-11,4,107,-10,-0.9,-3,7,-1.7
CC12CCC(=O)N1C(C(=O)Nc1cc(Cl)ccc1N1CCCC1)CS2 (stereo not drawn),.,3,.,.,-3,-1.1,.,.,-2.1
Cc1ccc(SC(C)c2nc(-c3cccnc3)no2)cc1 (stereo not drawn),-15,-11,12,99,-4,-0.9,-6,13,-2.0
O=C(c1c(Cl)nc2sccn12)N1CCN(c2cccc(Cl)c2)CC1,15*,-7,19,114,3,4.6,-7,10,5.2
COc1ccc(C2C(C(C)=O)=C(C)Nc3ncnn32)c(OC)c1OC (stereo not drawn),-10,-6,8,96,-11,0.9,4,-2,0.3
NC(=O)c1nsc(C(=O)N(c2cccc(F)c2)C(C(=O)NC2CCCC2)c2ccco2)c1N (stereo not drawn),1,-6,-35,0.0*[inhibitor],-7,-1.0,4,-37,-0.8
C=CC[C@H](CC(=O)NCCO)C(=O)NCCOC(=O)[C@@H](CC=C)CC(=O)OC(C)(C)C,.,-4,.,.,-2,1.3,.,.,0.5
CC1C/C(=N\NC(=O)CCc2ccc(S(=O)(=O)N3CCOCC3)cc2)CC(C)(C)C1 (stereo not drawn),-4,-3,28,107,-2,0.8,5,10,0.2
COc1ccccc1NC(=O)c1ccc(CSc2ncccn2)cc1,6,-2,-2,96,.,-1.2,-7,0,-1.9
Cc1ccc(CNC(C)c2ccccc2)cc1 (stereo not drawn),-6,1,27,108,2,1.1,-4,-1,-1.3
COc1ccc(OC)c(NC(=O)Nc2c(O)ccc3ccccc23)c1,.,-5,.,.,-1,0.0,.,.,1.6
CC(Sc1nnc(-c2ccncc2)n1-c1ccc(F)cc1)C(=O)NC1CC1 (stereo not drawn),.,0,.,.,-9,0.3,.,.,-1.0
Cn1c(Cc2cccs2)nnc1SCC(=O)Nc1ccc(C(N)=O)cc1,.,-8,.,.,-2,0.7,.,.,-0.2
O=C(CN(c1cccc([N+](=O)[O-])c1)S(=O)(=O)c1ccccc1)N1CCCCC1,-7,-3,0,101,10,-0.3,3,0,0.1
Cc1ccc(-c2c(C(=O)O)c(C(=O)O)c3n2CCC3)cc1,-3,-8,-15,.,-2,0.5,4,.,-0.7
O=C(CSc1nnc2ccccn12)Nc1ccc2c(c1)OCO2,-12,-2,10,98,-1,0.2,0,-2,1.3
Cc1ccc(C)c(S(=O)(=O)N2CCCC2CNC(=O)C(=O)NCC2CCCO2)c1 (stereo not drawn),.,3,.,.,-2,-0.8,.,.,-0.7
CC(C)(CO)CNC(=O)c1ccc(OC2CCN(C(=O)C3CC3)CC2)cc1,-13,-16,23,96,-6,0.9,0,1,1.4
COC(=O)C(NC(=O)C(NC(=O)c1ccccc1)C(C)C)C(C)C (stereo not drawn),-19,-4,4,103,1,-0.1,-6,0,-0.4
